HEK293 tox: qHTS of GLP-1 Receptor Inverse Agonists: Cytotox Screen; HEK293 cAMP-luciferase reporter cells, luminescence, 24 h; 410,000 tested, 0.13% active; Potency, µM (top dose mostly 38.3 µM), inactives show at the highest dose activity change, negative = inhibition, usual class: inhibitors;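 note: loss of luciferase light is scored as toxicity; potency is the fitted concentration of half-maximal effect; % is set by controls: 0 for no effect and ±100 for the full control effect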
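1536-well qHTS counterscreen of the MLSMR; 200 cells/uL, 12 h pre-incubation, 23 nL cpd, 24 h at 37 deg C 5% CO2, luciferase detection reagent, 12 min RT, luminescence. Inhibition = undesired.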
PI5P4K alpha inh: qHTS for Inhibitors of phosphatidylinositol 5-phosphate 4-kinase (PI5P4K); max response, %; AID 652105, 2013; PI5P4Kalpha enzyme, ADP-Glo luminescence, 60 min; hits give low values; 330,000 tested, 1.2% active; Phosphatidylinositol 5-phosphate 4-kinase type-2 alpha (Homo sapiens), P48426; active = max response of -50% or lower; inconclusive = between -30% and -50%; inactive = -30% or higher; note: value at the top dose of about 77 µM; % is set by controls: 0 for no effect and ±100 for the full control effect
Target sequence (P48426 whole entry, looked up): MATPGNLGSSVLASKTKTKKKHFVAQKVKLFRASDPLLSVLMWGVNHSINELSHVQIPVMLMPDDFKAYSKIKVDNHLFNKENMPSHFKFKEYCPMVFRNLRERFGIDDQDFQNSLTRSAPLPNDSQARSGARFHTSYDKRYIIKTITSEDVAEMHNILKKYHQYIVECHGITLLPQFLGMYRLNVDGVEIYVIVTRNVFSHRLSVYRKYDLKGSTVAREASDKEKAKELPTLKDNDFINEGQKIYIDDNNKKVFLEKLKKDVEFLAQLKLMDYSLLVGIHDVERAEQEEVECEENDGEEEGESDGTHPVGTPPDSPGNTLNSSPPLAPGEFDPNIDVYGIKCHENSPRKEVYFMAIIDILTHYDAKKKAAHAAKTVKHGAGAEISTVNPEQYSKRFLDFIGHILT
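ADP-Glo luminescence end-point read after a 60 min room-temperature kinase reaction of PI5P4Kalpha plus substrate, initiated with ATP at 5 microM final. Buffer: 0.038 M HEPES pH 7.4, EGTA, 0.1% CHAPS, 5% DMSO.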
EPAC1 antag: qHTS for Antagonist of cAMP-regulated guanine nucleotide exchange factor 3 (EPAC1): primary screen; Potency, µM (highest dose often 115 µM), for inactives: at the highest dose activity change, negative = inhibition, most hits filed as inhibitors; Rap guanine nucleotide exchange factor 3 (Homo sapiens), O95398; 360,000 tested, 0.14% active; EPAC1 GEF assay, Rap1b-BODIPY-GDP exchange fluorescence; AID 720709, 2013;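 note: potency is the fitted concentration of half-maximal effect; plate controls were vehicle for no effect and positive control for full effect; nearly all actives have a fitted effect of over 50% in size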
IL2 activator: qHTS of IL-2 Activators. IL-2 activation reporter assay, cell-based qHTS; stimulated with anti-CD3/CD4/CD28 beads; in transgenic mouse T cells. 360,000 tested, 0.065% active. activation, % (series mostly up to about 46 µM). AID 652025, 2013; in the data active = activation above about 50%; inconclusive = mostly about 30% to 49%; note: 0% is about no effect
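Unstimulated transgenic mouse T cells; 60-min compound exposure; bead-based TCR/CD4/CD28 stimulation; 18 h culture, 37 degrees C; dual fluorescence (EGFP, DsRed) plate cytometry.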
EPAC1 agonist: qHTS for Agonist of cAMP-regulated guanine nucleotide exchange factor 3 (EPAC1): primary screen; AID 720707, 2013; EPAC1 agonist qHTS, biochemical assay; response scale: 100% = response to 6.5 mM cAMP; Rap guanine nucleotide exchange factor 3 (Homo sapiens), O95398; Potency, µM (titrated, usually from 154 µM), for inactives: at the highest dose activation, usual class: activators; 360,000 tested, 0.073% active; note: potency is the fitted concentration of half-maximal effect; nearly all actives have a fitted effect of over 60% in size
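Normalized to 6.5 mM cAMP, activity reflects EPAC1-catalysed release of BODIPY-GDP from Rap1B, followed kinetically over 30 min at 480 nm excitation, 540 nm emission. Reaction contained 100 nM EPAC1, 250 nM Rap1B-BODIPY-GDP, 50 uM GDP.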
PLK1 PBD inh: qHTS for Inhibitors of PLK1-PDB (polo-like kinase 1 - polo-box domain): Primary Screen; Plk1 PBD binding of FITC phosphopeptide, fluorescence polarization; Potency, µM, inactives show max response, negative = inhibition, actives largely listed as inhibitors; 360,000 tested, 2.8% active; AID 720504, 2013; note: potency is the fitted concentration of half-maximal effect; series mostly up to about 57 µM; % is set by controls: 0 for no effect and ±100 for the full control effect; nearly all actives have a fitted effect of over 65% in size
PTHR1 ag: qHTS for PTHR1 Agonists: Primary Screen. Parathyroid hormone/parathyroid hormone-related peptide receptor (Homo sapiens), Q03431. HEK293 GP2 PTHR1 cells, GloSensor cAMP luminescence, 1 h. Potency, µM (series often up to 115 µM), inactives show top-dose activation, most hits filed as activators. 410,000 tested, 0.075% active; note: potency is the fitted concentration of half-maximal effect; nearly all actives have a fitted effect of over 55% in size; some results filed as inactive show a strong effect at the top dose; inactives centre near -15; many of its hits are not listed in these tables
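HEK-293-derived GP2 cells expressing PTHR1 and a GloSensor cAMP reporter, 3,000/well, plated overnight, given luciferin plus IBMX (each 0.5 mM as added) for 1 h at 37 °C, then compound for 1 h at 37 °C. Luminescence was read after 15 min at room temperature.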
GLP1R ag: qHTS of GLP-1 Receptor Agonists; Potency, µM (top dose mostly 45.6 µM), inactives show at the top dose activation, hits mostly activators; 380,000 tested, 0.007% active; HEK293 GLP-1R CRE-luciferase, luminescence, 4-6 h; cells express a hypersensitive GLP-1R form; note: potency is the fitted concentration of half-maximal effect; % of control where 0% means no effect
Target sequence (P43220 whole entry, looked up): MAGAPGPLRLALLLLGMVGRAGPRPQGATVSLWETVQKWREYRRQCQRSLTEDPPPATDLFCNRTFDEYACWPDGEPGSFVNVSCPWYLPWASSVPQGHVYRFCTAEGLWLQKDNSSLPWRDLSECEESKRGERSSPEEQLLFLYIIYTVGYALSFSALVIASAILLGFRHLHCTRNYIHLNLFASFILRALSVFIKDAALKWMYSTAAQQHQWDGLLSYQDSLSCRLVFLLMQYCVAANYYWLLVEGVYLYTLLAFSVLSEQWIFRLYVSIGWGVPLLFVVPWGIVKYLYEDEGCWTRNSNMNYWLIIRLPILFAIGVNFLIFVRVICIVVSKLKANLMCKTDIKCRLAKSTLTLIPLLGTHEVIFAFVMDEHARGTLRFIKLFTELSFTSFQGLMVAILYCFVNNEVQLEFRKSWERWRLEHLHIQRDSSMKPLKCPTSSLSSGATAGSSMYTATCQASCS
GLP-1R inv ag: qHTS of GLP-1 Receptor Inverse Agonists (Inhibition Mode) | Potency, µM (highest dose often 38.3 µM), without a hit: top-dose activity change, negative = inhibition, actives largely listed as inhibitors | AID 624417, 2012 | 410,000 tested, 1.6% active | HEK293 GLP-1R CRE-luciferase, luminescence, 24 h; GLP-1R form is constitutively active; note: potency is the fitted concentration of half-maximal effect; % is set by controls: 0 for no effect and ±100 for the full control effect; nearly all actives have a fitted effect of over 55% in size
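Assay principle: reduced luminescence from a cAMP-responsive reporter in HEK293 cells co-expressing a constitutively active GLP-1R. Conditions: 24 hr compound incubation, 37 deg C, 5% CO2.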
Starred values were filed as active, the others as inactive; i = inactive; u = inconclusive; x = not tested or not shown; [ ] = remark or other dose. Unless noted, calls come from the whole dose curve; as a rule, active = well fitted curve in the direction sought with a large enough effect; inconclusive = small, poorly fitted or top-dose-only effect, or another doubt; inactive = no such curve, though single readings can be large; an effect the other way counts as inactive or inconclusive.

Compound	HEK293 tox	PI5P4K alpha inh	EPAC1 antag	IL2 activator	EPAC1 agonist	PLK1 PBD inh	PTHR1 ag	GLP1R ag	GLP-1R inv ag
CC(C)(C)C(=O)CN1C2=NCCN2c2ccccc21	5%	2	12%	1.3	-10%	1%	i	1%	35%[activator]
S=C(c1ccc[nH]1)N1CCOCC1	13%	x	8%	0.8	8%	-1%	-5%[57.5 µM]	-16%	1%
Fc1ccccc1-c1cc2ccccc2cn1	0%	-3	-17%	-0.5	12%	-6%	-18%	12%	17%
Nc1ccc2nn(-c3cccc4ccccc34)nc2c1	53%[activator]	4	-1%	-0.8	9%	-14%	-13%	-31%[inhibitor]	2%
Cc1ccc(S(=O)(=O)N(C)c2ccc3c(c2)C(=O)c2ccccc2-3)cc1	2%	12	-1%	0.1	6%	-8%	-41%[inhibitor]	8%	3%
C=CCN(CC(=O)NCc1ccc(F)cc1)C(=O)c1csnn1	10%	-4	-5%	-0.4	7%	-10%	-5%[57.5 µM]	1%	1%
O=C(OC1CCCCC1=O)c1cccc(S(=O)(=O)N2CCCCC2)c1 (configuration not stated)	-4%	9	-11%	-1.0	u	-3%	-5%	9%	-18%
C=Cn1ccnc1CC(O)c1ccc(OC)cc1 (configuration not stated)	7%	3	-21%	-0.6	5%	-6%	-24%	-3%	12%
CCCCN1C(=O)C(CC(=O)NCCCCc2ccccc2)CC(C(=O)N(C)C)=C1C (configuration not stated)	-2%	-1	-3%	-2.5	-3%	-10%	-10%	19%	2%
Cc1cccc(N(C)C(=O)c2cnn(-c3ccccc3)c2C)c1	-5%	-3	2%	0.0	4%	-16%	-17%	9%	-13%
CN(c1ccc(C(=O)NCc2cccnc2)cc1)S(=O)(=O)c1ccc(Cl)cc1	11%	-4	-7%	0.9	-3%	-5%	i	22%	u
O=C(Nc1sc2c(c1C(=O)O)CCCC2)c1cccs1	-30%	0	3%	0.5	7%	-29%	-18%	0%	u
Cc1ccsc1C(=O)NCC(C)(C)N1CCOCC1	5%	1	3%	0.5	5%	-19%	-58%[inhibitor]	11%	-20%
CC1CCC(NC(=O)COC(=O)CNC(=O)c2ccc3ccccc3c2)CC1 (configuration not stated)	3%	1	-14%	1.6	-17%	-2%	-24%	10%	7%
Cn1cc(Cl)c(C(=O)N(Cc2ccccc2)c2ccccn2)n1	-43%	1	-1%	0.2	-14%	5%	-24%	-2%	-5%
Clc1cccc(-c2ccc3ncnc(NCc4cccs4)c3c2)c1	x	x	9%	0.2	-10%	x	-35%[inhibitor]	12%	x
CC1Cc2cc(/C(O)=C3/C(=O)C(=O)N(CCN4CCOCC4)C3c3ccc(N(C)C)cc3)ccc2O1 (configuration not stated)	3%	2	-11%	0.8	2%	-10%	-8%	6%	-14%
C=CCn1c(=O)/c(=C/c2ccc(C)o2)s/c1=C(/C#N)C(=O)c1ccccc1	26%	-2	4%	23	7%	u	15%	5%	11%
CC(C)COc1ccc(C(=O)N/C(=C/c2cccc([N+](=O)[O-])c2)C(=O)O)cc1	3%	11	-5%	-0.9	-4%	-8%	i	-2%	3%
Cc1cccc(C)c1NC(=O)C(CCc1ccccc1)N1CCC(c2ccccc2)CC1 (configuration not stated)	-3%	9	-12%	-0.9	-4%	-2%	-22%	x	-12%
CCOc1ccccc1-c1nc(SCC(=O)O)n[nH]1	-4%	-7	-11%	0.3	7%	1%	i	-7%	-2%
CCOC(=O)c1ccc(OC(=O)CCCCCN=C(N)N)cc1	-4%	-9	0%	1.2	-15%	-6%	-46%[inhibitor]	-4%	8%
COC(=O)c1cc(NCc2c(F)cccc2Cl)ccc1N1CCOCC1	-2%	x	4%	-2.6	7%	-9%	2.5µM*	5%	-9%
COc1cccc(C2C(C(=O)Nc3ccccc3)=C(C)Nc3nc(-c4ccccc4)nn32)c1OC (configuration not stated)	3%	x	x	x	x	x	-29%	-5%	u
CC(C)N(C)c1ncnc2c1ncn2[C@H]1CN(Cc2ccncc2)C[C@@H](CO)O1	4%	2	-8%	-0.1	-6%	9%	-66%[inhibitor]	5%	31%[activator]
Cc1ccc(NC(=O)c2ccc3nccnc3c2)c(C)c1	-8%	1	15%	0.0	2%	-8%	-6%	13%	1%
Cc1ccccc1NC(=O)NCC1CCN(Cc2cccc(Cl)c2)CC1	1%	-3	6%	0.6	15%	3%	-17%	1%	u
CCOc1ccc(NC(=S)N(Cc2ccc(Cl)cc2)Cc2ccco2)cc1	-17%	x	6%	-1.0	16%	u	-9%	-3%	11µM*
O=C(N/N=C/c1ccccn1)c1cc(-c2cccc3ccccc23)n[nH]1	-14%	-30	-22%	-0.7	7%	-22%	-27%	12%	-19%
CC(NC(=O)C1CCCCC1)C(=O)NC1=NCCS1 (configuration not stated)	-7%	2	13%	-1.2	7%	-5%	-3%	0%	0%
Cc1ccc2nc(-c3cccc(N)c3)oc2c1	-15%	x	-9%	-0.2	1%	0%	-22%	-9%	7%
COc1ccc(Cn2c(SC)nc3ccccc32)cc1[N+](=O)[O-]	-3%	x	-2%	-1.0	1%	-5%	-24%	26%	-3%
COCCN1C(=O)CSCC1(C)C(=O)NC(C)C (configuration not stated)	-4%	-1	2%	-0.1	8%	-9%	-14%	x	12%
Cc1ccc(C)c(N2CCN(C(=O)C3CCN(c4nc(C)cc(C)n4)CC3)CC2)c1	-44%	x	-11%	-2.2	13%	-8%	i	-16%	-4%
NS(=O)(=O)c1ccc(NC(=O)c2ccccc2Cl)cc1	24%	-5	11%	-4.8	3%	-8%	-32%	-11%	0%
COc1ccc(NS(=O)(=O)c2ccc(NS(=O)(=O)c3ccc4c(c3)OCCO4)cc2)cc1	-8%	x	x	x	x	x	-6%	-1%	-11%
O=S(=O)(/N=C(/Nc1ccccn1)c1ccccc1)c1ccccc1	u	x	-4%	2.5	5%	0%	i	-7%	4%
CCCCc1c(O)c2ccccc2[nH]c1=O	-9%	-1	6%	-2.8	-1%	-10%	-8%[57.5 µM]	2%	0%
CCOc1ccc(CC(=O)Nc2ccc(-c3ccc4nnc(C)n4n3)cc2)cc1	-19%	-2	-27%	1.3	12%	-19%	i	u	47%[activator]
Cc1ccc2cc(C)c(NCCO)nc2c1	-4%	-5	-9%	-2.4	8%	-1%	-12%	-4%	9%
COc1ccc(S(=O)(=O)N2CCC(C(=O)Oc3c(OC)cccc3OC)CC2)cc1OC	2%	0	3%	-3.9	14%	-13%	-8%	15%	1%
OCCNCc1cc(Br)ccc1OCc1ccccc1	u	5	4%	-0.9	-3%	-6%	-9%	5%	0%
O=C(CCc1nc2ccccc2c(=O)[nH]1)OCc1cccc(C(F)(F)F)c1	-10%	1	6%	1.3	-5%	-3%	i	-3%	1%
CCCCCCCN(c1ccccc1)[C@@H]1C[C@H]2CCCC(=O)N3CC[C@@H](C1)[C@@H]23	-19%	1	-12%	-0.9	-23%	-3%	-57%[inhibitor]	-4%	u
CC(=O)c1cc2c(O)c(O)ccc2o1	54%[activator]	x	-4%	1.9	8%	-5%	i	-5%	0%
COc1ccc(Br)cc1CNC(=O)CN1C(=O)C(c2ccccc2)Oc2cccnc21 (configuration not stated)	u	-16	2%	-1.6	-2%	-7%	-29%	6%	u
FC(F)(F)c1ccccc1-n1c(-c2ccco2)n[nH]c1=S	3%	-1	-20%	-0.4	7%	-10%	-17%	-1%	u
COc1ccc(CC(=O)Nc2c3c(nn2-c2cccc(Cl)c2)CS(=O)(=O)C3)cc1	-8%	x	2%	-0.4	-3%	-6%	i	16%	-5%
CCc1ccccc1NC(=O)Nc1cccn(Cc2ccccc2F)c1=O	-6%	-2	-2%	-0.1	10%	0%	-24%	9%	10µM*
O=C(/C=C/c1cccc(Cl)c1)NCc1cccs1	-42%	11	-13%	-2.9	4%	1%	-14%[57.5 µM]	6%	-3%

The results go on:
Compound	HEK293 tox	PI5P4K alpha inh	EPAC1 antag	IL2 activator	EPAC1 agonist	PLK1 PBD inh	PTHR1 ag	GLP1R ag	GLP-1R inv ag
O=C(CSc1nc2ccccc2[nH]1)Nc1ccc2c(c1)OCCO2	-13%	-11	1%	-0.6	3%	-23%	-10%[57.5 µM]	4%	-8%
Cc1cc(N2CCC(C(=O)Nc3ccc(F)cc3)CC2)nc(-c2ccccc2)n1	-23%	4	-26%	-1.7	6%	-2%	-25%	-11%	10µM*
CCOC(=O)c1c(C)[nH]c(C(=O)COC(=O)CSC)c1C	19%	0	-5%	-0.5	2%	-9%	i	22%	52%[activator]
Cc1ccc(C)c2[nH]c(=O)c(CCNC(=O)c3ccc(S(=O)(=O)N(C)C)cc3)cc12	u	u	7%	-3.1	-9%	2%	i	2%	-4%
COc1ccc(NC(=O)C(CC(=O)O)Cc2ccc(C)cc2)cc1 (configuration not stated)	-4%[0.307 µM]	2	-3%	0.2	-4%	-8%	-6%	3%	6%[0.307 µM]
CC(C)N1CCC1(C)C(=O)Nc1nc2ccccc2[nH]1 (configuration not stated)	1%	-2	1%	-0.2	-4%	-1%	-7%	11%	-14%

Only part of the results is shown (hit frequency here may not be typical).
